Compound activity (PubChem BioAssay)
EBV gp42 inh: EBV gp42 inhibition; actives 0.42% (n = 220,000); AID 1085; inhibition, % (tested at 21.74 µM); Q1HVG2; Fluorescence polarization binding assay, mP read-out; in the data active = inhibition above about 50%
eIF4E 4G PPI: inhibitors of eIF4E and eIF4G interaction in translation initiation; P63073+Q04637; TR-FRET eIF4E-eIF4GI(517-606) binding, 2 h; inhibition, % at 21.7 µM; actives 0.37% (n = 220,000); AID 782;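 also: 0% = full FRET control wells and 100% = background wells lacking eIF4GI fragment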
14-3-3 Bad PPI: disrupts binding of bovine 14-3-3 zeta to phospho-Bad peptide. TR-FRET 14-3-3zeta/Dy647-pBad peptide displacement, 1 h. inhibition, % at 21.7 µM. actives 0.71% (n = 220,000);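 active = inhibition above about 70%, limit read from the data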;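 also: 0% = full 14-3-3 plus peptide FRET controls and 100% = background without 14-3-3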
Cl transport mod: modulates chloride dependent transport by human KCC2. actives 2.2% (n = 190,000). KCC2 cells, thallium flux FluoZin-2 fluorescence. Q9H2X9. AID 1456. B-score of Tl+ flux slope (higher = more flux/activation; lower = inhibition) at 10 µM;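 active = thallium flux slope and its plate-corrected score both differing from the plate sample mean at a set confidence after two filtering rounds, in either direction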;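 also: slope of fluorescence scaled to starting intensity during 10 to 20 s after thallium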
thrombin 1536: thrombin (human) inhibition; P00734; inhibition, % at 5 µM; actives 0.26% (n = 220,000); alpha-thrombin, Boc-VPR-AMC fluorogenic substrate cleavage;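 active = inhibition at or above 40%; inactive = inhibition below 40%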;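 also: 0% = enzyme with no compound and 100% = wells without enzyme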
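Test system: human alpha-thrombin protein / Dosing: one concentration per compound, 5 µM, with 0.2% DMSO / Medium: pH 7.5 Tris-saline with Tween 20 / Benchmarks: no-compound enzyme wells and no-enzyme blanks / Read-out basis: percent inhibition of thrombin substrate cleavage / Timing: reaction at room temperature / Measured by: fluorescence, ex 355 nm, em 460 nm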
NCF1 inh: p47phox (human) inhibition. inhibition, % at 24.7 µM. p47phox/p22phox peptide binding, fluorescence polarization, 2 h. P14598. AID 1274. actives 0.53% (n = 220,000);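 also: 0% = p47phox with labelled peptide and 100% = labelled peptide alone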
Rad51 HR inh: Rad51 (human) homologous recombination inhibition. hRad51 DNA strand exchange, fluorescence dequenching. inhibition, % at 10 µM. actives 0.085% (n = 200,000). AID 1385;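 active = inhibition above 40% at the single screening dose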;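 also: 0% = DMSO control wells and 100% = blanks with heterologous ssDNA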
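System: hRad51 filaments on single-stranded DNA; reagent: Fluorescein- and BHQ1-tagged 47-mer duplex; compound dosing: one concentration, 10 µM final; timing: filaments 15 min 37 °C, then compound 30 min; measured by: fluorescein emission 520 nm, excitation 485 nm; benchmarks: per-plate controls and blanks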
KLK5 inh: kallikrein 5 (human) inhibition; Q9Y337; recombinant hK5, fluorogenic AMC substrate cleavage; inhibition, % at 5 µM; actives 0.59% (n = 210,000); AID 873;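 active = inhibition of 40% or more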;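 also: 0% = enzyme controls without compound and 100% = no-enzyme blanks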
Target sequence (Q9Y337 67-293 limits assumed): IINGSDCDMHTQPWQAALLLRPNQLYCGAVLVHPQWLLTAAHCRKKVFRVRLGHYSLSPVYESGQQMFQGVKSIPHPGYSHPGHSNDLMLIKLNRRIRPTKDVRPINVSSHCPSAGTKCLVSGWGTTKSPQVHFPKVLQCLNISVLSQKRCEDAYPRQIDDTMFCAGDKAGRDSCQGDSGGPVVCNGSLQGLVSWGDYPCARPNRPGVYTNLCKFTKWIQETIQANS
Furin inh: blocks human furin protease activity; P09958; purified furin, fluorogenic substrate cleavage; inhibition, % at 30 µM; actives 0.061% (n = 220,000); AID 463115; in the data active = inhibition above about 25%; also: inactives centre near -15
Target sequence (P09958 108-714 limits assumed): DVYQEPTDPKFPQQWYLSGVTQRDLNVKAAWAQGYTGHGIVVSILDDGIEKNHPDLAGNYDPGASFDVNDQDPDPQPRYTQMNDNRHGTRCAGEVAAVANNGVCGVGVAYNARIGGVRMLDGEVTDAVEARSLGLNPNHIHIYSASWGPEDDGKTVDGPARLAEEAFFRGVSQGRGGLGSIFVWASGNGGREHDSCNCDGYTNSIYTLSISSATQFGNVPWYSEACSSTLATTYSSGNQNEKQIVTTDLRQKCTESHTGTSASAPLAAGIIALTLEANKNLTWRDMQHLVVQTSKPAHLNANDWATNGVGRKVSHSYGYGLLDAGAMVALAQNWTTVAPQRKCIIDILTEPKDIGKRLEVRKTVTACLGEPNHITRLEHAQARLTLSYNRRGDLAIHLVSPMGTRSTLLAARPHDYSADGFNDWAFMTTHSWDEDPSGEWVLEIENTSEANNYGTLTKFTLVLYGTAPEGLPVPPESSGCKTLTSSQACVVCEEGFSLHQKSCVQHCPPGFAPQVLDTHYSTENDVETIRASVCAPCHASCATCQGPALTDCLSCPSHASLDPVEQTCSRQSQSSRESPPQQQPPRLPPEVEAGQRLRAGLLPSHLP
An asterisk follows results filed as active; . = no result given; [ ] = another dose, or the depositor's remark.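 The calls were made as follows, unless noted: active = inhibition above about 30% (limit read from the data); inactive = the rest.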

SMILES	EBV gp42 inh	eIF4E 4G PPI	14-3-3 Bad PPI	Cl transport mod	thrombin 1536	NCF1 inh	Rad51 HR inh	KLK5 inh	Furin inh
O=C(c1ccc(COc2ccccc2Cl)o1)N1N=C(C(F)F)CC1(O)C(F)F (stereo unspecified)	3	1	-13[fluorescence artefact?]	-3.3	-6	-7	1	-20	-15
Clc1ccccc1SCc1nc2ccccc2[nH]1	-23	1[fluorescence artefact?]	-4[fluorescence artefact?]	.	-7	0	4	-2	-24[20 µM]
Cc1cc(NC(=O)COC(=O)c2cc(S(=O)(=O)N(C)c3ccccc3)ccc2Cl)no1	-16	-14	2	-1.9	2	-5	12	5	-28
Cc1c(Cl)cccc1NC(=O)CSc1ncnc2c1cnn2CCc1ccccc1	-23	-16	3[fluorescence artefact?]	-0.22	2	-9	-11	-11	-14[20 µM]
CCC(=O)NNC(=O)CCC(=O)Nc1ccc(C)cc1C	-5	1	-7	0.037	-3	-2	3	0	-33
CC(=O)c1ccc(NC(=O)C2CCCNC2=O)cc1 (stereo unspecified)	-15	-4	-1	0.96	3	-12	-4	6	-22
Nc1ccc(N=Nc2ccc(N)cc2)cc1	-49	12	4	0.6	-12	-23	-25	4	-6
CC1CN(CCCCOc2ccc(F)cc2)CC(C)O1 (stereo unspecified)	-6	3	0	-0.41	0	-2	6	-19	-28
Cc1ccc(-c2nc3ncccn3c2NC2CCCC2)o1	-4	-3	-18	-0.22	3	-13	7	-5	-6[20 µM]
Cc1nn(Cc2ccc(Cl)cc2)c2sc(C(=O)OCC(N)=O)cc12	-9	4	-8	0.078	-2	-32	5	-14	-10[20 µM]
O=C(Nc1ccc2c(c1)OCO2)NC1(C(F)(F)F)Oc2ccccc2O1	-9	2[fluorescence artefact?]	-14[fluorescence artefact?]	.	2	-2	-2	-2	-18[20 µM]
Fc1ccc(-c2cnc3n2CCCCC3)cc1	-12	-3	-3	0.023	3	-4	-5	6	-21
CCOC(=O)c1c(/N=C/C2C(=O)CCCC2=O)sc(C)c1C	-16	-4	-10[fluorescence artefact?]	-0.49	0	-9	2	21	19
COc1ccc(NC(=O)/C(=C/c2ccc3c(c2)OCO3)NC(C)=O)cc1	-2	-5	-7[fluorescence artefact?]	0.69	-8	0	-13	-15	12
Cc1cccc(C)c1NC(=O)CSc1nc2ccccc2c(=O)[nH]1	-11	8	1	0.048	-4	-2	0	2	-12[20 µM]
COc1cccc(C2C(C#N)=C(N)Oc3cc(N)ccc32)c1OC (stereo unspecified)	5	2	-5	-1.5	-6	-14	.	-5	-10
Cc1cccc(C(=O)N2CCc3c([nH]c4ccccc34)C2CC(C)C)n1 (stereo unspecified)	-2	2	5	.	0	5	.	16	-14
O=C(NCCCN1CCCC1)c1cc(Sc2ccc(F)cc2)nc2ccccc12	-9	0	1	-0.51	-7	-5	-9	-7	-17
CCCCn1c(-c2ccsc2)nc2c1c(=O)[nH]c(=O)n2CCC	-4	0	5	-0.08	-1	-9	-5	6	0
CCCOC(=O)C1=C(C)NC2=C(C(=O)C(C(=O)OC)C(C)C2)C1c1ccc(N(C)C)cc1 (stereo unspecified)	-1	-5	-5	0.024	2	-9	-1	-14	-26
CCc1ccc2[nH]c(=O)c(CN(Cc3ccc(OC)cc3)Cc3nnnn3CCOC)cc2c1	-6	1	8	-1.4	6	-8	-10	-11	-1
CC(C)Oc1ccc(NC(=O)C2CCCNC2=O)cc1 (stereo unspecified)	-12	5	-3	-0.81	2	-11	-3	-16	-16
CCN(CC)CCNC(=O)CNC(=S)N(CCCN1CCOCC1)Cc1cccs1	6	1	-1	-0.1	-12	-2	2	-2	-17
CC1Cc2ccccc2N1C(=O)CSC1=NCCS1 (stereo unspecified)	-1	2[fluorescence artefact?]	-7	-2.1	1	-18	-12	-30	-3
O=C(N/C(=C/c1ccc(Br)cc1)C(=O)N1CCCC1)c1cccs1	-4	1	-3	-0.69	-11	12	19	0	-8
COc1cc(C)ccc1OCCOc1c(C)cc(Cl)cc1Cl	-7	3	11[fluorescence artefact?]	-0.074	-5	-8	.	-24	-21
COc1cccc(-c2nc3n(n2)C(c2ccccc2Cl)C(C(N)=O)=C(C)N3)c1 (stereo unspecified)	-2	0	-4[fluorescence artefact?]	1.4	-2	-7	-9	-9	-13
Fc1ccccc1CSc1nnc2ccc(-c3ccncc3)nn12	8	-4	-7	0.52	1	-7	-3	2	-26
Cc1ccc(NC(=O)CN(C)CC(=O)Nc2ccccc2C#N)cc1	9	-5	-20	-0.38	2	3	5	-18	-37
O=S1(=O)[C@H]2C[C@@H]3C=C[C@]2(CN1Cc1ccc(C(F)(F)F)cc1)O3	-9	2	-1	0.021	1	-10	-3	1	-28
CCc1nnc(-n2nc(C)cc2-c2ccccc2)n1N	4	-3[fluorescence artefact?]	63[fluorescence artefact?]	0.6	-8	-6	8	-15	-26[20 µM]
CC(C)(C)n1nnnc1C(c1cccs1)N1CCCC2(CCCCC2)C1 (stereo unspecified)	4	6[fluorescence artefact?]	-1[fluorescence artefact?]	-0.75	-4	-1	-2	0	-11[20 µM]
Cc1ccc2occ(CN3CCN(c4ccccc4)CC3)c(=O)c2c1	-16	-5	18	-0.83	-6	-3	-6	-12	-18[20 µM]
CCOc1ccc(CN(Cc2ccco2)C(c2cccs2)c2nnnn2C(C)(C)C)cc1 (stereo unspecified)	-19	-7	4	-0.28	-4	-8	5	9	-18
CC1CCC/C(=C\Nc2ccc(C(=O)O)cc2)C1=O (stereo unspecified)	-4	1	-5	0.032	4	-5	.	.	-18
O=C(Cn1nc(-c2ccccc2)ccc1=O)NCC1CCCO1 (stereo unspecified)	-11	0	2	-1.6	2	-13	11	-10	-27[20 µM]
CN(C)c1ccc(-n2cc3c(=O)n(C)c(=O)n(C)c3c2)cc1	-10	7	-1	1.1	1	-14	14	-26	-8
C=CCn1c(=O)/c(=C2/SC(C)=C(C)N2CC)s/c1=C1/C(=O)N(CC)C(=S)N1c1ccccc1	-65	0	-5[fluorescence artefact?]	0.37	3	-34	.	4	-3[20 µM]
CC(C)N(C(=O)Cn1cc(S(=O)(=O)CC(=O)NC2CCCCC2)c2ccccc21)C(C)C	-4	2	3	-7.1e-05	-4	0	0	4	-11
O=C1C=CC(=O)N1c1ccc(O)cc1	-28	2	9	-0.9	-5	-16	-1	-9	-11
CCSC1=C(C#N)C(c2cccc(Br)c2)CC(=O)N1 (stereo unspecified)	-12	2	1	-1.6	-21	-9	-1	0	-16[20 µM]
CN(C)CCNc1cc(-c2ccncc2)nc2ccccc12	8	2	52	.	-12	5	-1	1	-8
O=[N+]([O-])c1cccc(-c2ccc(C(=S)N3CCN(c4ccc(F)cc4)CC3)o2)c1	-10	-6	-7	0.47	0	-26	.	-5	6
Cc1c(NC(=O)c2ncn[nH]2)cccc1-c1nc2ccccc2s1	-44	1[fluorescence artefact?]	-1	-0.47	-3	-28	1	-4	-20
CNc1cc(N2CCCCCC2)ccc1[N+](=O)[O-]	-7	0	0	-1.4	9	-2	7	1	1[20 µM]
CCc1nnc2sc(-c3ccc(NC(=O)c4ccco4)cc3)nn12	3	3	-7	.	-1	-1	-4	2	-13
COc1ccccc1N1CCN(c2cc(N3CCCC3)nc(C)n2)CC1	9	5	-9	-0.05	-6	-2	4	5	-20[20 µM]
CC(C)c1nnc(NC(=O)CCN2C(=O)c3ccccc3C2=O)s1	-19	-2[fluorescence artefact?]	-3	-0.48	2	-10	-8	-16	-20
CCc1c(C(C)O)oc2ccc3c(C)cc(=O)oc3c12 (stereo unspecified)	-11	-1	-2	-1.2	3	-7	-1	-7	-3[20 µM]
Cc1ccc(S(=O)(=O)N/N=C/c2ccc(OCC(=O)N3CCOCC3)cc2)cc1	-3	2	-11	0.28	0	-8	3	3	-22
Cc1cc(-c2n[nH]c(=S)n2/N=C/C=C/c2ccccc2)n[nH]1	-5	11	-6[fluorescence artefact?]	0.59	1	0	-6	-2	-8
CC1=C(C(=O)N2CCOCC2)C(c2ccc(C)cc2)NC(=S)N1 (stereo unspecified)	1	-3	3[fluorescence artefact?]	1.5	-11	-1	0	-8	-10
